KDM5B inh: KDM5B demethylase inhibition. hit rate 2.6% among 220,000. KDM5B demethylase, FDH-coupled NADH fluorescence (FDH is formaldehyde dehydrogenase). Q9UGL1. AID 1347165. Potency, µM (highest dose often 57.7 µM), without a hit: top-dose activity change, negative = inhibition, actives largely listed as inhibitors; active = well fitted inhibition curve with a large enough effect; inconclusive = small, poorly fitted or top-dose-only effect; inactive = no such curve, though single readings can be large or run the other way; note: 0% is about no effect; nearly all actives have a fitted effect of over 70% in size
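Measured: NADH fluorescence change, 30 min, RT. System: KDM5BΔAP 200 nM final, H3K4me3 peptide, α-KG, Fe(II), ascorbate, NAD⁺ plus FDH, pH 7.5 HEPES. Compounds: titrated, 10 min pre-incubation with enzyme.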
The depositor's hits bear a star; ? = inconclusive; [ ] = another dose, or the depositor's remark. Potency is the fitted concentration of half-maximal effect.

KDM5B inh,mol
-10.9%,OC(C#Cc1ccccc1)C#CC(O)(c1ccccc1)c1ccccc1 (centres undefined)
1.4%,CCC1CN(C(=O)N2CCC(C(=O)NCc3cccc(C)c3)CC2)c2cc(C)ccc2O1 (centres undefined)
-17.8%,CCc1nnc(NS(=O)(=O)c2ccc(NCc3ccccc3O)cc2)s1
-4.4%,O=C1CN(C(=O)c2ccccc2)C(c2ccc(F)cc2)c2cc(Br)ccc2N1 (centres undefined)
-2.9%,O=C(CC1CCCCC1)Nc1cccc(-c2nnc3n2CCCC3)c1
-14.9%,Fc1ccccc1N1CCN(c2ncnc3onc(-c4cccc(Cl)c4)c23)CC1
41.0%[activator],Cc1nn(CCO)cc1CN1CCC2(CC1)C(C(=O)O)CC(=O)N2C (centres undefined)
-8.9%,CCCN(Cc1cc2cc(C)ccc2[nH]c1=O)S(C)(=O)=O
?,COc1ccc(-c2nc(CN3CCC(C(=O)NCc4ccc(C)cc4)CC3)c(C)o2)cc1OC
25.1%[115 µM],O=C1NC(=NC2CCCCC2)C2(CCCN(Cc3ccccc3)C2)N1c1cc(F)cc(F)c1 (centres undefined)
9.6%,CCc1c(C(=O)Nc2ccccc2C#N)csc1C
-12.6%,Cc1ccc(F)cc1NC(=O)c1nc2ccccc2nc1N1CCOCC1

Other results
KDM5B inh,mol
-18.2%,Cc1cc(C(=O)OCCOc2ccccc2C)c2ccccc2n1
-18.0%,CC(=O)c1ccc(-c2cccc(Cl)c2Cl)o1
1.2%,CC(Sc1cc(-c2ccccc2)ncn1)C(=O)c1ccccc1 (centres undefined)
-2.3%,CC(Sc1ccccn1)C(=O)Nc1ccc(Cl)cc1 (centres undefined)
?,Cc1ccc(Nc2nc3ccccc3c3nnc(C)n23)cc1Cl
?,COc1ccc2[nH]c3c(c2c1)CCN(C)C31CCN(C(=O)C2CCCC2)CC1
-6.1%,COc1cccc(NC(=O)Nc2nc3ncccn3c2-c2ccc(C)cc2)c1
?,Cc1ccc(C(=O)COc2cccn3c(=O)c(-c4cc(C)n(-c5ccccc5)n4)c(C)nc23)cc1
11.3%,CC(C)(C)c1ccc(C(=O)Nc2c(NCc3ccccc3)c3ccccc3oc2=O)cc1
21.4%,COC(=O)c1ccc(CN(C)Cc2ccsc2)cc1
23.7%,Cc1ccc2nc(-c3ccccc3)c(C)c(C(=O)O)c2c1
19.4%,Cc1ccc(C(NC(=O)Cc2ccccc2C)c2cccnc2)cc1C (centres undefined)

4 of these compounds, set out differently.
CC(Sc1ccccn1)C(=O)Nc1ccc(Cl)cc1 (centres undefined)
  KDM5B inh = -2.3%
Cc1ccc(Nc2nc3ccccc3c3nnc(C)n23)cc1Cl
  KDM5B inh = ?
COc1ccc2[nH]c3c(c2c1)CCN(C)C31CCN(C(=O)C2CCCC2)CC1
  KDM5B inh = ?
COc1cccc(NC(=O)Nc2nc3ncccn3c2-c2ccc(C)cc2)c1
  KDM5B inh = -6.1%

(list continues)
KDM5B inh,mol
12.9%,CC1=C(C(=O)Nc2ccccc2C)C(c2ccc[nH]2)n2ncnc2N1 (centres undefined)
5.1%,CC(C)C(NS(=O)(=O)c1ccc2c(c1)oc(=O)n2C)C(=O)N1CCN(c2cccc(Cl)c2)CC1 (centres undefined)
-23.9%,CCCN(C)c1nccnc1OC1CCN(C(=O)c2ccc(OC)nc2OC)C1 (centres undefined)
?,CC(=O)N1C[C@@H]2CCCN3CCC[C@@H]([C@H]23)[C@H]1CCCC(=O)NCCCN1CCCC1=O
-3.0%,COC1CCN(C(=O)c2cccc(S(=O)(=O)N3CCC(C#N)CC3)c2)C1 (centres undefined)
?,CCCCN(CCCNC(=O)c1cc(Nc2ccc(OC)cc2OC)nc2ccccc12)Cc1ccccc1
485.4%[activator],Nc1nc(N)c(S(=O)(=O)c2ccccc2)c(Nc2ccc(F)cc2)n1
?,O=C(c1ccc2ncccc2c1)N1CCc2c(nc3cc[nH]n3c2=O)C1
10.3%,CC(C)N1CCC(F)(c2nc(-c3ccccc3)no2)CC1
4.6%,Cc1ccc(CCNC(=O)c2ccc(CS(=O)(=O)Cc3ccccc3F)o2)cc1
13.8%,Cc1ccccc1NS(=O)(=O)c1nnc(NC(=O)c2ccc(Cl)cc2)s1
-28.6%,Cc1ccc(NC(=O)c2ccc(N(Cc3ccccc3)S(C)(=O)=O)cc2)cc1

Part of the list above, with each value named.
Molecule: CC(Sc1ccccn1)C(=O)Nc1ccc(Cl)cc1 (centres undefined)
  KDM5B inh: -2.3%
Molecule: CCCN(Cc1cc2cc(C)ccc2[nH]c1=O)S(C)(=O)=O
  KDM5B inh: -8.9%

Following part
KDM5B inh,mol
11.2%,Fc1ccc(C2Cn3nnc(-c4nc(-c5ccc(C(F)(F)F)cc5)no4)c3CO2)cc1 (centres undefined)
-0.5%[86.2 µM],Cn1nccc1C(=O)N1CC(CNC(=O)c2ccccc2)C2(C1)CN(c1ccccc1)C2 (centres undefined)
-13.2%,Cc1ccc(NC(=O)CC2CCCN(c3cn[nH]c(=O)c3)C2)cc1F (centres undefined)
-5.0%,CCOc1ccc(S(=O)(=O)N2CCSC2c2ccc(OC)c(Br)c2)cc1 (centres undefined)
-14.6%,Cc1cc2c(cc1S(=O)(=O)N1CCC(C(N)=O)CC1)OCC(=O)N2
-11.5%,COc1ccc(C(=O)N2CCC[C@H](n3c(=O)n(CC4CC4)c4cccnc43)C2)cc1F
-16.8%[86.2 µM],C#CCNC(=O)[C@@H]1CCCN1[C@@H](C(=O)NC)c1ccccc1
-33.3%,O=C(NC1CCCN(c2cc(-c3ccccc3)[nH]n2)C1)c1ccc(C(F)(F)F)cc1 (centres undefined)
-8.7%[86.2 µM],CC1=C[C@@H](CNC(=O)C2CC2)[C@H](C(C)C)C[C@H]1Cc1nc2ccncc2[nH]1
?,COc1ccc(CC(=O)N2CC[C@@H](CC(=O)O)[C@@H](CCN3CCN(c4ccccn4)CC3)C2)cc1
-8.0%,CCCCCn1c(CCNC(=O)c2cccc(C)c2)nc2ccccc21
11.2%,COc1cc(OC)cc(C2=NC3(CCC(C)CC3)NC2=S)c1 (centres undefined)

Remaining list, next part
KDM5B inh,mol
-2.0%,O=C(c1cn[nH]c1-c1ccc(F)cc1)N1CCCCCC1
?,CC1Oc2ccc(NC(=O)c3ccc(F)cc3)cc2CN(Cc2ccccc2Cl)C1=O (centres undefined)
14.8%,COC(C(=O)N1CC(=O)N(Cc2cccnc2)CC(OCc2ccccc2)C1)c1ccccc1 (centres undefined)
137.6%[activator],O=C(O)c1ccc2oc(-c3ccccc3F)nc2c1
6.0%,COc1ccc(CCNC(=O)C(=O)NCc2n[nH]c(=O)c3ccccc23)cc1
-13.1%,CC(C)(C)c1ccc(C(=O)N2CC(=O)Nc3ccc(F)cc3C2c2ccc(F)cc2)cc1 (centres undefined)
19.6%,O=C(OC1CCCCC1=O)c1ccc(F)cc1Cl (centres undefined)
16.3%,Cc1ccc(C(=O)N2CCC3(CC2)CC(c2ccccc2)C(=O)N3C)cc1 (centres undefined)
27.6%[115 µM],Cn1ccc(C(=O)N2CC3ON=C(C(=O)NCc4cccnc4)C3C2)n1 (centres undefined)
21.7%,COCCNC(=S)N1CCN(C(c2ccccc2)c2ccccc2)CC1
-11.6%,Cc1cc(C(=O)NC2CCN(C(=O)N3CC4CC(C3)[C@H]3CCCC(=O)N3C4)CC2)nn1C (some centres undefined)
16.2%,CCCc1c(C(=O)Nc2ccc(F)cc2C)cnn1-c1ccccc1

Some of the entries so far, bar-delimited:
Molecule | KDM5B inh
Cc1ccc(F)cc1NC(=O)c1nc2ccccc2nc1N1CCOCC1 | -12.6%
Cc1cc(C(=O)OCCOc2ccccc2C)c2ccccc2n1 | -18.2%
CC(=O)c1ccc(-c2cccc(Cl)c2Cl)o1 | -18.0%
CC(Sc1cc(-c2ccccc2)ncn1)C(=O)c1ccccc1 (centres undefined) | 1.2%

The list continues.
KDM5B inh,mol
?,O=S(=O)(N[C@@H]1C[C@H](Cn2cc(-c3cccnc3)nn2)[C@@H](O)[C@H]1O)c1ccccc1
-20.8%,COc1ccc(NC(=O)C2=C(C)Nc3ncnn3C2c2ccc[nH]2)cc1 (centres undefined)
18.3%,CCOc1ccccc1NC(=O)N1CCC(Cc2nc(-c3ccccc3)n[nH]2)C1 (centres undefined)
-10.0%,O=C(O)c1cccnc1SCc1cccc(C(F)(F)F)c1
2.3%,COc1ccc(NC(=O)CSc2nc3ccncc3[nH]2)c(OC)c1
-33.2%,CCOC(=O)N1CCC(NC(=O)c2cnn(-c3ccc(F)cc3F)c2C2CCN(C(=O)OC(C)(C)C)CC2)CC1
11.7%,CN(C)C(=O)c1[nH]cnc1C(=O)NCC(C)(C)C
?,N#C/C(=C/c1cn(Cc2ccccc2Cl)c2ccccc12)C(=O)Nc1cccc(Cl)c1
18.9%,Cc1cccc(C(C)C)c1NC(=O)/C=C/c1cccs1
-3.6%[86.2 µM],CC(C)NC(=O)N[C@H]1CCN2C(=O)c3cc(-c4ccccc4F)ccc3NC(=O)[C@@H]2C1
7.9%,O=C(c1ccc(F)cc1)N(Cc1cccs1)C1CC1
11.3%,NC(=O)COc1ccc(C(=O)NCC2(c3ccccc3)CCC2)cc1

Other records follow:
KDM5B inh,mol
-4.8%,Cc1ccccc1Cn1cc(-c2ccncc2)cc1C(=O)O
2.7%[230 µM],CNC(C)c1ccccc1F (centres undefined)
?,Cc1cc(C)c2[nH]c(-c3ccccc3)c(-c3ccccc3)c2c1
1.5%,Cc1noc(-c2ccccc2OCC(=O)Nc2ccccc2[N+](=O)[O-])n1
?,COCCNC(=O)CCCN1C(=O)COc2ccc(C(=O)COc3ccccc3Cl)cc21
13.4%,CCOC(=O)N1CCC(NC(=O)CS(=O)Cc2nc(-c3ccc(C)cc3)oc2C)CC1 (centres undefined)
-8.8%,COc1ccccc1N1CCN(C(=O)Cn2ncc3c([nH]c4ccccc43)c2=O)CC1
8.9%,O=C(C[C@H]1NC(=O)c2ccccc2NC1=O)Nc1ccc(F)c(F)c1F
2.9%,CC1(C)Cc2c(ccc3ccccc23)C(CCl)N1 (centres undefined)
-7.2%,COc1ccc(C2Cn3nnc(C(=O)NCc4ccc(F)cc4Cl)c3CO2)cc1 (centres undefined)
-7.9%,CCOC(=O)C1CCC(CN(Cc2ccc(Cl)cc2)S(=O)(=O)c2cc(Cl)cc(Cl)c2)CC1 (centres undefined)
18.6%,COCC(=O)N1CCC(Oc2ccccc2C(=O)N(C)Cc2ncccc2C)CC1

Further records.
KDM5B inh,mol
9.6%,COc1ccc(CN2C(=O)O[C@@H]3CN(C(=O)NC(C)(C)C)C[C@@H]32)cc1OC
-48.1%,CN(C)c1ccc(CNC(=O)C2CCCN(S(=O)(=O)c3ccc4c(c3)CCCC(=O)N4)C2)cc1 (centres undefined)
-25.7%,CCn1c(C(=O)N2CCC(C(=O)N3CCN(c4cccc(C)c4C)CC3)CC2)cc2sccc21
-14.6%,COc1ccc(OC)c(NC(=O)CSC2=Nc3ccccc3C3=NC(CCC(=O)NCc4ccccc4)C(=O)N23)c1 (centres undefined)
?,CN1CC(=O)N(C2CCCNC2)Cc2c1ncnc2N1CCOCC1 (centres undefined)
9.9%[86.2 µM],O=S(=O)(NC[C@H]1COCc2nc3cccnc3n21)c1ccc(Cl)cc1
23.3%,Cc1ccc(CCNC(=O)CSCc2nc(-c3ccc(C)cc3)oc2C)cc1
-8.7%,Cc1ccc(-c2cnc(CCC(=O)Nc3ccc(C(=O)OC(C)C)cc3)o2)cc1
35.5µM*,NC(=O)Cn1ccc2cc(OCC3CCN(C(=O)COc4ccccc4)CC3)cnc21
-14.2%[115 µM],O=[S+]([O-])(c1ccccc1)N1CCC2(CC(c3cccc(C(F)(F)F)c3)=NO2)C1 (centres undefined)
0.5%,OC[C@@H]1CNC[C@H]1C1CCN(C2CNC2)CC1
-14.9%,CCOc1ccc(C(=O)c2oc3ccccc3c2NC(=O)c2cc(-c3ccc(Cl)cc3)on2)cc1

Following part
KDM5B inh,mol
-30.4%,CCOC(=O)c1cc(NC(=O)c2ccc(-c3cc4ccccc4oc3=O)cc2)ccc1N1CCOCC1
-24.1%,CC12CC3CC(C)(C1)CC(C(=O)NNC(=O)c1ccncc1)(C3)C2
-12.3%,Cn1ccc2nc3ncnn3c(-c3ccccc3)c2c1=O
?,COc1ccc2[nH]c3c(c2c1)CCNC31CCN(C(=O)C2CCCO2)CC1 (centres undefined)
-29.8%,Cc1cccc(-c2nc(SCCCOc3cc(C)c(Cl)c(C)c3)n3[nH]c(=O)cc3n2)c1
8.3%,CC(=O)Nc1ccc(-c2csc(NC(=O)c3nn(C)c(=O)c4ccccc34)n2)cc1
-5.0%,C=CCc1c(C)nc(Nc2nc(C)c3cc(C)ccc3n2)[nH]c1=O
2.1%,COCC(=O)NC1CCC12CCN(C(=O)NCc1ccccc1)CC2 (centres undefined)
30.3%,Cc1cccc(CN2C[C@@H]3C(=O)N(CCCN4CCCC4=O)C(=O)[C@@H]3C2)c1
-19.1%,CC(C)C(=O)Nc1sc2c(c1-c1nc3ccccc3s1)CCN(C(C)C)C2
-13.3%[115 µM],CNC(=O)c1ccc2c(c1)OCCN(c1ccccc1)C2
4.4%,O=C(CCS(=O)(=O)Cc1ccccc1)Nc1nnc(C(F)(F)F)s1

Other records follow.
KDM5B inh,mol
-7.1%,O=C(CSc1nnc(CNC(=O)c2ccccc2)n1-c1ccc(F)cc1)Nc1ccccc1F
-1.7%,COc1ccc(C(=O)c2oc3ccccc3c2NC(=O)c2nc(SC)ncc2Cl)cc1Cl
?,O=C(c1cccs1)N1CCN(Cc2cc(C3CC3)n[nH]2)CC(O)C1 (centres undefined)
25.1µM*,C[C@]1(O)CCN(Cc2ccc(-c3ccccc3C#N)o2)C[C@@H]1O
?,Cc1ccc(NC(=O)c2ccc(CNS(=O)(=O)c3ccc4c(c3)C(C)(C)C(=O)N4C)cc2)cc1C

Screens (PubChem)

A portion of the library (hit frequency here may not be typical).
